Source: PubChem BioAssay
Lipid storage S3: qHTS Assay for Lipid Storage Modulators in Drosophila S3 Cells. Potency in µM for hits, for the others lipid storage change, negative = inhibition, % at the top dose, mostly 46.1 µM. 320,000 compounds, 0.64% hits. Drosophila S3 cells, BODIPY lipid droplet fluorescence, 18-24 h; cells fed with added oleic acid. AID 2685; active means well fitted inhibition curve with a large enough effect in the signal ratio, with a control signal flat, not every such curve was filed as active; inconclusive means small, poorly fitted or top-dose-only effect, or effect the other way, or a change in a side signal; the % refers to the signal ratio
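Laser-scanning cytometry quantifies lipid droplet accumulation (500–530 nm total intensity; droplet/cell object ratio) in oleic acid-fed (400 uM added) Drosophila S3 cells treated with a concentration series. 20 uM Triacsin C defined 100% inhibition.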
Lipid storage S3 cell count max: also measured in Lipid storage S3; calls as there; cell number change, %; measured here: cell count max response;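 cells counted by Cell Tracker Red CMTPX staining in the red channel; peak over a dose series mostly up to 46.1 µM; percent activity relative to internal control wells on each plate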
Starred values were filed as active, the others as inactive; i = inactive; ? = inconclusive; nt = not tested or not shown. On the % scale 0 is the no-effect control and ±100 the full control effect; potency means the concentration at half of the fitted maximal effect. An excerpt; the hit share may differ from the screen's.

canonical_smiles	Lipid storage S3	Lipid storage S3 cell count max
N#Cc1ccccc1COc1ccc(/C=C/C(=O)O)cc1	-2.3%	21.2
COc1ccc(/C(O)=C/C(=O)C(=O)NNC(=O)c2ccccc2)cc1	?	nt
Cc1cc(Cl)cc(C)c1OCC(=O)N1CCN(c2ncccn2)CC1	16.9%	7.3
CN(CCOC(=O)c1ccc2c(c1)OCO2)C(C)(C)C	?	nt
O=C(O)c1ccc(S(=O)(=O)c2ccc([N+](=O)[O-])cc2[N+](=O)[O-])cc1	?	nt
COc1cc(OC)cc(-c2nnc(SCc3c(F)cccc3Cl)o2)c1	?	nt
Cc1ccc(C(=O)Nc2nc3ccccc3c(=O)s2)cc1	?	nt
COc1cc(N=C2C(=O)N3c4c(cccc42)C(C)=CC3(C)C)cc(OC)c1	?	nt
CCOC(=O)c1ccc(CNCc2ccccc2)cc1	1.4%	6.9
O=C(CCN1C(=O)/C(=C/c2ccco2)SC1=S)Nc1ccc(O)cc1C(=O)O	i	nt
Cc1ccc(C23CC4CC(CC(C(=O)NC(C)C(N)=O)(C4)C2)C3)cc1 (configuration not stated)	i	16.6
C=CCn1c(SC(C)C(=O)c2c(N)n(C)c(=O)n(C)c2=O)nnc1-c1ccoc1C (configuration not stated)	?	nt
O=C(CSc1nnc(-c2cccs2)n1-c1ccccc1)N1CCCC1	?	nt
CS(=O)(=O)N(CC(=O)NCC1CCCO1)c1ccc(F)c(Cl)c1 (configuration not stated)	14.6µM*	-13.0*
Cc1nc2c(C(=O)NCc3ccc4c(c3)OCO4)cnn2c(C)c1Cc1ccc(F)cc1Cl	-0.7%	-10.1
CN(CC(=O)Nc1ccc(Cl)cc1)C(=O)c1ccc(S(=O)(=O)Nc2ccccc2)cc1	?	nt
CCOC(=O)CC(NC(=O)Cn1nnc(-c2ccccc2C)n1)c1ccc(OC)cc1 (configuration not stated)	?	nt
Cc1onc(NC(=O)c2ccc(Cl)cc2Cl)c1Br	?	nt
O=C(Cc1cccc2ccccc12)NNC(=O)Nc1ccc(Cl)cc1	?	nt
CC(C)(Oc1ccc(Cl)cc1)C(=O)Nc1ccc2oc(-c3ccncc3)nc2c1	?	nt
CCCN1C(=O)C(O)(CC(=O)c2cccc(OC)c2)c2ccccc21 (configuration not stated)	i	12.5
CCOC(=O)c1c(-c2ccccc2)oc2cc(Br)c(O)c(C=O)c12	?	nt
O=C(O)c1cccc(-n2c(-c3cnccn3)n[nH]c2=S)c1	?	nt
O=C(c1ccccc1)c1ccc(-n2cnnc2)c([N+](=O)[O-])c1	?	nt

Sorted by SMILES length (low to high): some entries from above
canonical_smiles	Lipid storage S3	Lipid storage S3 cell count max
N#Cc1ccccc1COc1ccc(/C=C/C(=O)O)cc1	-2.3%	21.2
Cc1ccc(C(=O)Nc2nc3ccccc3c(=O)s2)cc1	?	nt
Cc1ccc(C23CC4CC(CC(C(=O)NC(C)C(N)=O)(C4)C2)C3)cc1 (configuration not stated)	i	16.6
CCOC(=O)CC(NC(=O)Cn1nnc(-c2ccccc2C)n1)c1ccc(OC)cc1 (configuration not stated)	?	nt

The listing continues.
canonical_smiles	Lipid storage S3	Lipid storage S3 cell count max
CC(=O)NC(CCS(C)(=O)=O)C(=O)Nc1ccccc1C (configuration not stated)	?	nt
O=C(CNS(=O)(=O)c1cccc2nsnc12)NCCc1ccccc1	?	nt
Cc1ccc(-c2nc(-c3ccncc3)no2)cc1	7.8%	7.4
O=C(c1ccc(NS(=O)(=O)c2ccc(F)cc2)cc1)N1CCCCC1	12.8%	10.6
O=C1C=C(c2ccc(Br)c3ccccc23)C[C@@H](c2ccc3c(c2)OCO3)C1	?	nt
CN(Cc1ccccn1)C(=O)c1ccc2nc(Cc3cccc(Cl)c3)oc2c1	?	nt
O=C(CN(C(=O)c1csnn1)c1ccc(Cl)cc1)NCc1ccc2c(c1)OCO2	i	3.8
OCCC1CN(CC2CC2)CCN1Cc1ccc(F)c(F)c1 (configuration not stated)	?	nt
Cc1ccccc1NC(=O)C(=O)NCc1ccccn1	?	nt
COc1ccc(-n2ncc3c2CC(C)(C)CC3NC(=O)C2CCN(C(C)=O)CC2)cc1 (configuration not stated)	i	-13.6
O=C(c1ccc2[nH]c(=O)c(=O)[nH]c2c1)N1CCc2ccccc2C1	-8.6%	-25.1
Cc1ccc(C(=O)CSc2nnnn2-c2ccccc2)o1	i	nt
Nc1c(C(=O)NCCN2CCOCC2)c2nc3ccccc3nc2n1-c1cccc(F)c1	?	nt
CCOc1ccc(NC(=O)CN(C)C(=O)c2cc(S(=O)(=O)N3CCCCCC3)ccc2OC)cc1OCC	24.9%	nt
C[C@]12CS(=O)(=O)C[C@H]1SC(=S)N2c1ccccc1	?	nt
Nn1c(SCC(=O)Nc2ccc3c(c2)OCO3)nnc1-c1ccccc1	?	nt
Cc1nc2ccc(N=NC3=C(O)CC(C)(C)CC3=O)cc2s1	?	nt
CCOC(=O)c1c2ccccc2[n+]([O-])n1CCO	18.4µM*	-10.4*
CC1(C)Cc2c(cnn2-c2ccccc2)C(NC(=O)C2(C(N)=O)CC2)C1 (configuration not stated)	-9.1%	8.7
O=C(CNc1cccc([N+](=O)[O-])c1)N/N=C/c1ccc(F)cc1	?	nt
COc1ccc2c(c1OC)C(=O)OC2CC(=O)c1ccc(O)cc1 (configuration not stated)	?	nt
COc1ccccc1N=C(C)C1=C(O)COC1=O	?	nt
CCn1c(SCC(=O)N/N=C(/C)c2ccncc2)nc2ccccc21	?	nt
O=C(N=C1SC2CS(=O)(=O)CC2N1c1ccc(F)cc1)C1CC1 (configuration not stated)	?	nt
CNc1nc(CC(C)=O)ns1	2.9%	-9.9
CCOC(=O)Cn1cnc2c(nnn2-c2ccc(F)cc2)c1=O	?	nt
CCOC(=O)N1CCN(Cc2nc3c(c(=O)n(C)c(=O)n3C)n2Cc2ccccc2)CC1	?	nt
NC(=O)Nc1ccc(C(=O)OCC(=O)Nc2sccc2C(N)=O)cc1	?	nt
CS(=O)(=O)c1ccc2nc(NC(=O)CCN3C(=O)c4ccccc4C3=O)sc2c1	-1.9%	nt
CCOC(=O)N1CCN(c2cc(=O)n(-c3ccc(OCC)cc3)c(=O)[nH]2)CC1	i	nt
CCOc1cccc(SCc2noc(C(=O)NCC3CCCO3)c2C(=O)O)c1 (configuration not stated)	-12.4%	-8.6
Cc1ccc(CNC(=O)CCCc2c[nH]c3ccccc23)cc1	?	nt
O=C(NCCc1ccccc1)c1cc2ccccc2oc1=O	-6.3%	-6.7
CC1CCCCC1NC(=O)CSc1nnc(CNC(=O)c2ccccc2)n1C (configuration not stated)	?	nt
Cc1ccc(-c2cc(C(=O)N/N=C/c3cccnc3)n[nH]2)o1	?	nt
Cc1ccc(N2CCN(S(=O)(=O)N(C)C)CC2)cc1Cl	i	0.9
C=CCN(CC=C)CCOc1ccc(OC(C)C)cc1	?	nt
CCCc1ccc(OCC(=O)NNC(=O)c2cccnc2)cc1	1.0%	0.2
COc1cc(S(=O)(=O)N2CCOCC2)cc(C(=O)c2nccn2C)c1OC	?	nt
COc1ccc(NC(=O)N2CCCC(c3ccccc3)C2)cc1 (configuration not stated)	-3.0%	11.3
Cc1ccc(C2=NN(CCC(=O)NC3CCCC3)C(=O)CC2)cc1	i	-0.3
O=C(O)C1C2C=CC(O2)C1C(=O)NCc1ccc2c(c1)OCO2 (configuration not stated)	-0.5%	2.4
CC(=C/c1ccccc1)/C=N/NC(=O)c1cccs1	-0.5%	9.3
Cc1ccc(C)c(C2=NNC(=NCc3ccccc3)SC2)c1	14.2%	20.6
CCCC(C)NC(=O)COC(=O)c1ccccc1SCC(=O)NC(C)CCC (configuration not stated)	-19.6%	0.4
CCn1c2ccccc2c2cc(/C=N/NC(=O)c3cccc(C)c3)ccc21	?	nt
Cc1ccccc1N=C1NC(=O)/C(=C/c2cccn2-c2cccc(C(=O)O)c2)S1	3.6%	7.5
O=[N+]([O-])c1cc(C(F)(F)F)cc([N+](=O)[O-])c1NCCNC(=S)Nc1ccc(Cl)c(Cl)c1	?	nt

Random excerpt: 2 compounds from above, in no set order.
canonical_smiles	Lipid storage S3	Lipid storage S3 cell count max
COc1cc(S(=O)(=O)N2CCOCC2)cc(C(=O)c2nccn2C)c1OC	?	nt
CCCC(C)NC(=O)COC(=O)c1ccccc1SCC(=O)NC(C)CCC (configuration not stated)	-19.6%	0.4

(next part)
canonical_smiles	Lipid storage S3	Lipid storage S3 cell count max
COc1ccc2cc(C)c3nnc(SCC(=O)Nc4nc(-c5ccc(F)cc5)cs4)n3c2c1	13.3%	-0.7
COC(=O)[C@H](c1ccccc1Cl)N1CCc2sccc2C1	-8.8%	11.9
CCCn1c(=O)c2sccc2n2c(CCCC(=O)NCC3CCCO3)nnc12 (configuration not stated)	20.6µM*	-21.7*
Cc1cccc(NC(=O)NC2CC(=O)N(c3ccc4c(c3)OCCO4)C2)n1 (configuration not stated)	7.8%	11.6
O=S(=O)(c1ccc(S(=O)(=O)N2CCCC2)cc1)N1CCCCC1	?	nt
COC(CNC(=O)CNC(=S)N(Cc1ccccc1)Cc1cccnc1)OC	?	nt
CCOc1ccc(-n2ccnc2)nn1	12.9%	1.4
CC(=O)Nc1ccc(C(=O)CSc2nc3ccc(C)cc3[nH]2)cc1	?	nt
CCOC(=O)c1cc(CC)sc1NC(=O)CSc1nc2ccccc2c(=O)n1Cc1ccco1	15.2%	-3.5
O=[N+]([O-])c1ccc(NC2CCN(Cc3ccccc3)CC2)c([N+](=O)[O-])c1	?	nt
COc1cccc(CNC(=O)CSc2nc3c(oc4ccccc43)c(=O)n2CC2CCCO2)c1 (configuration not stated)	?	nt
CCOC(=O)c1cnc2c(C)cc(C)cc2c1Nc1ccc(S(=O)(=O)Nc2ncccn2)cc1	8.8%	15.9

Compound profiles (already shown).
`Cc1ccc(C23CC4CC(CC(C(=O)NC(C)C(N)=O)(C4)C2)C3)cc1` (configuration not stated) in the list: Lipid storage S3: i; Lipid storage S3 cell count max: 16.6
`Nc1c(C(=O)NCCN2CCOCC2)c2nc3ccccc3nc2n1-c1cccc(F)c1` in the list: Lipid storage S3: ?; Lipid storage S3 cell count max: nt

Additional entries
canonical_smiles	Lipid storage S3	Lipid storage S3 cell count max
CNC(=S)NNC(=O)c1ccc(N(C)C)cc1	?	nt
CC(C)CN1C(=O)C(=O)N(CC(=O)N2CCN(c3ccccc3)CC2)C1=O	3.8%	13.0
C=CCOc1ccc(/C=C/C(=O)OCC(=O)NC2CCCCCC2)cc1	?	nt
O=C(Nc1ccncc1)c1cc(S(=O)(=O)N2CCCCC2)ccc1Cl	?	nt
O=C(NCCCN1CCCC1=O)c1ccc(OCc2ccccc2)cc1	?	nt
CC(C)C1=Nc2cccc3cccc(c23)N1	?	nt
CN(C)C=Nc1c(Br)cc(Br)c2nonc12	?	nt
CCCn1c(-c2cc(OC)c(OC)c(OC)c2)nc2c1c(=O)[nH]c(=O)n2Cc1ccccc1	0.651µM*	nt
O=C(NCCSCc1c(F)cccc1Cl)c1ccc(CN2CCOCC2)cc1	?	nt
O=C(Nc1ccccc1-c1ccccc1)C1CCC1	?	nt
CCn1nc(C)c(/C=N/NC(=O)c2nc3nc(C)cc(C)n3n2)c1C	?	nt
Cc1cccc(-n2ncc3c2CCCC3NC(=O)CCN2CCCO2)c1C (configuration not stated)	-7.7%	-19.9
CC[C@@]12C(=O)N(c3cccc(F)c3)C(=O)N1[C@H](c1ccc(Cl)cc1)[C@@H]1C(=O)N(C3CCCCC3)C(=O)[C@@H]12	-1.7%	-3.1
O=C(C1CCN(S(=O)(=O)c2cccc3nonc23)CC1)N1CCCCC1	25.0%	10.3
O=C1NCCCC1C(=O)N1CCN(C(=O)c2ccco2)CC1 (configuration not stated)	?	nt
O=C(CN1C(=O)c2ccccc2C1=O)Nc1ccccc1	12.9%	-5.7
C/C(=N\NC(=S)Nc1ccc(C)c(C)c1)c1ccc(N2CCOCC2)cc1	i	-19.4
Cc1ccc(NC(=O)CN2C(=O)N/C(=C/c3ccccc3OCc3cccc(C(=O)O)c3)C2=O)cc1	?	nt
COc1ccc(C(C)=O)cc1CN1C(=O)NC2(CCCC2)C1=O	?	nt
CN(C)CCOC1c2ccccc2-c2ccccc21	?	nt
Cc1cc(NC(=O)COc2cccc(Oc3ccccc3)c2)no1	?	nt
O=C(NCc1ccccc1)NC(=O)c1ccccc1F	?	nt
CC(NC(=O)CCCC1CCCCC1)c1ccc(S(N)(=O)=O)cc1 (configuration not stated)	i	10.8
CC(=O)c1nc(-c2ccccc2)sc1C	?	nt
CCOC(=O)N1CCC(N2C(=O)c3ccccc3C2Nc2cc(C)cc(C)c2)CC1 (configuration not stated)	7.2%	-4.3
CN1C(=O)/C(=C/c2ccc(OCc3ccc(C(=O)O)cc3)c(Cl)c2)NC1=S	16.2%	20.5
COc1ccccc1CN(C)CC(=O)NC1CCCc2ccccc21 (configuration not stated)	-2.8%	-16.8
O=C(CN1C(=O)c2ccccc2S1(=O)=O)NC(Nc1ccccc1F)C(Cl)(Cl)Cl (configuration not stated)	6.7%	-1.9
Cc1cc(-n2cnnn2)ccc1C(C)C	?	nt
O=C(O)CC12CC3CC(C1)CC(n1ncc(NCc4ccccc4Cl)c(Cl)c1=O)(C3)C2	?	nt
